STK33 kin inh: inhibitors of human STK33 kinase. ADP-Glo luminescence, MBP substrate. inhibition, % at 12.5 µM. actives 0.44% (n = 27,000). AID 2322; in the data active = inhibition above about 20%
Target sequence (Q9BYT3 whole entry, looked up): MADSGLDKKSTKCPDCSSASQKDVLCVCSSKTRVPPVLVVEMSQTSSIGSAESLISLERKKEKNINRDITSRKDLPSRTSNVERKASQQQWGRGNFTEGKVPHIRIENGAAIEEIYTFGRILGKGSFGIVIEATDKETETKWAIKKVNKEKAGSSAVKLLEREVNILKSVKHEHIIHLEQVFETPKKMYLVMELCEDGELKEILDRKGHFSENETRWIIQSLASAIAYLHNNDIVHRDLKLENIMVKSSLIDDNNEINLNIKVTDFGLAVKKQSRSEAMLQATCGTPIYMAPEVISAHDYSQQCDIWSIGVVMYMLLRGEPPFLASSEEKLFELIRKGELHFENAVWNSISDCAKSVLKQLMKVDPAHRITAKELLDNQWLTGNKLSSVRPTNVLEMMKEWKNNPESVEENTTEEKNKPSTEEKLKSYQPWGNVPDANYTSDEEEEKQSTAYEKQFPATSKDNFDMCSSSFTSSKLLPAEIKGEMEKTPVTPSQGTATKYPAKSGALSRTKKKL
p53 PUMA act: restores mutant p53 pathway signaling in SW480 cells | SW480 PUMA-promoter luciferase, p53 mutant reactivation | activation, % at 9.98 µM | actives 1.5% (n = 28,000); in the data active = activation above about 52%
* = called active by the depositor; . = not tested or not shown. Some of the compounds tested; the hit share may differ from the screen's.

entry | mol | STK33 kin inh | p53 PUMA act
1 | COc1ccc2c(c1O)-c1c(OC)c(OC)cc3c1[C@H](C2)N(C)CC3 | 5 | .
2 | CN(C(=O)Cc1ccc(Cl)c(Cl)c1)[C@H](CN1CCCC1)c1ccccc1 | . | 3
3 | CC(=O)c1c(C)n(Cc2ccccc2)c2c(Cl)c(Cl)c(Cl)c(OCC(=O)O)c12 | -1 | -19
4 | C=C1[C@@]23C(=O)O[C@H](C)[C@]24O[C@@]2(C(=C)[C@]5(C=CC(=O)OC5(C)C)CC[C@]32C)[C@H](O)[C@@]1(C)OC4=O | -5 | 21
5 | CO[C@H](C)C(O)(C(=O)OCC1=CCN2CC[C@H](O)[C@@H]12)C(C)C (some centres undefined) | -13 | .
6 | c1cncc(C2N=C(c3cnccn3)NN2)c1 (centres undefined) | 1 | .
7 | CCOP(=S)(OCC)SCn1c(=O)oc2cc(Cl)ccc21 | -3 | .
8 | CC1(C)C(=O)C=C[C@@]2(C)C1C(=O)C(=O)[C@]1(C)C2CC[C@@]2(C)[C@H](c3ccoc3)C[C@H]3O[C@]321 (some centres undefined) | -8 | .
9 | CC(CO)NC(=O)C1C=C2c3cccc4[nH]cc(c34)CC2N(C)C1 (centres undefined) | -6 | 12
10 | CCC(=O)O[C@H]1CCC2C3CCC4=CC(=O)CC[C@]4(C)C3CC[C@@]21C (some centres undefined) | 2 | .
11 | COc1ccc(CC2(CCc3ccccn3)C(=O)NC(=O)N(c3ccccc3C)C2=O)cc1OC (centres undefined) | 1 | -12
12 | C[C@@H]1CN([C@@H](C)CO)C(=O)CCCn2nncc2CO[C@H]1CN(C)C(=O)Oc1ccc2ccccc2c1 | 2 | 0

Part of the list above, set out differently:
9	CC(CO)NC(=O)C1C=C2c3cccc4[nH]cc(c34)CC2N(C)C1 (centres undefined)
2	CN(C(=O)Cc1ccc(Cl)c(Cl)c1)[C@H](CN1CCCC1)c1ccccc1
4	C=C1[C@@]23C(=O)O[C@H](C)[C@]24O[C@@]2(C(=C)[C@]5(C=CC(=O)OC5(C)C)CC[C@]32C)[C@H](O)[C@@]1(C)OC4=O

entry no.	9	2	4
STK33 kin inh	-6	.	-5
p53 PUMA act	12	3	21

By substructure: the entries above containing an aryl methoxy group.
entry | mol | STK33 kin inh | p53 PUMA act
1 | COc1ccc2c(c1O)-c1c(OC)c(OC)cc3c1[C@H](C2)N(C)CC3 | 5 | .
11 | COc1ccc(CC2(CCc3ccccn3)C(=O)NC(=O)N(c3ccccc3C)C2=O)cc1OC (centres undefined) | 1 | -12

Entries above containing a halogen, in the order listed:
entry | mol | STK33 kin inh | p53 PUMA act
2 | CN(C(=O)Cc1ccc(Cl)c(Cl)c1)[C@H](CN1CCCC1)c1ccccc1 | . | 3
3 | CC(=O)c1c(C)n(Cc2ccccc2)c2c(Cl)c(Cl)c(Cl)c(OCC(=O)O)c12 | -1 | -19
7 | CCOP(=S)(OCC)SCn1c(=O)oc2cc(Cl)ccc21 | -3 | .

(cont.)
entry | mol | STK33 kin inh | p53 PUMA act
13 | C=C1C([C@]2(C)C(CC(=O)OC)[C@@](C)(COC(C)=O)OC(=O)C[C@@H]2OC(C)=O)[C@@H](OC=O)[C@H](OC(=O)C(OC(C)=O)C(C)CC)[C@@]2(C)[C@H](c3ccoc3)CC(=O)C12O (some centres undefined) | -2 | .
14 | O=c1[nH]c2ccccc2n1C1CCN(CCCC(c2ccc(F)cc2)c2ccc(F)cc2)CC1 | -6 | -39
15 | O=c1cc(O)c2ccccc2o1 | -5 | 1
16 | CCCN(CCC)CCc1ccc(O)c(O)c1 | -6 | -2
17 | O=C(O)C1C2CCC(O2)C1C(=O)Nc1ccc(Cl)cc1 (centres undefined) | 2 | 5
18 | O=C(O)C1=CCCN(CCOC(c2ccc(C(F)(F)F)cc2)c2ccc(C(F)(F)F)cc2)C1 | . | -1
19 | COc1ccc(OC(=O)N(C)C[C@H]2OCc3cnnn3CCCC(=O)N([C@@H](C)CO)C[C@@H]2C)cc1 | 1 | .
20 | CC(C)[C@@]1(NC(=O)[C@@H]2CC3c4cccc5[nH]cc(c45)C[C@H]3N(C)C2)O[C@@]2(O)[C@@H]3CCCN3C(=O)[C@H](Cc3ccccc3)N2C1=O (some centres undefined) | 7 | .
21 | CCC(=O)O[C@H]1CC[C@H]2[C@@H]3CCC4=CC(=O)CC[C@]4(C)[C@H]3CC[C@]12C | 0 | 10
22 | c1ccc2c(N3CCNCC3)cccc2c1 | -3 | -10

High-throughput results (PubChem)
